Screens: PubChem BioAssay, several laboratories
PPARg SRC-2 ag: agonists of PPARg-SRC-2 recruitment, primary screen, biochemical, HTS | PPARgamma LBD-SRC-2 recruitment | activation, % at 8 µM | actives 0.34% (n = 200,000) | AID 1032, 2008; in the data active = activation above about 22%;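 note: 0% = vehicle and 100% = reference agonist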
Target sequence (P37231 whole entry, looked up, the tested form may be a part): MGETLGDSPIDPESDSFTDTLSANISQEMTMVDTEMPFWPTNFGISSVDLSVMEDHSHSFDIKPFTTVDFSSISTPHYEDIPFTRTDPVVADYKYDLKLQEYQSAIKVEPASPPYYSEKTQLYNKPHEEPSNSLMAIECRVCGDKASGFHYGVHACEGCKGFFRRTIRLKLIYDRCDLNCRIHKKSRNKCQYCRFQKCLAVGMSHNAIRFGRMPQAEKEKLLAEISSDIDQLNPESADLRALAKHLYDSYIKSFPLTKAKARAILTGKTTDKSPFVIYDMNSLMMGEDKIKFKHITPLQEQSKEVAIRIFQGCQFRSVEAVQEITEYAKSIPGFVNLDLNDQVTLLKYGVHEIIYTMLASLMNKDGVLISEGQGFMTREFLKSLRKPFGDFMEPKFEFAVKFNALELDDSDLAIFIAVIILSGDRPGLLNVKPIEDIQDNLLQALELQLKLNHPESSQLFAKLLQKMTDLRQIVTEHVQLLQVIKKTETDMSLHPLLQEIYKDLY
Redox H2O2 prof: compounds producing H2O2 with reducing agent – biochemical, NIH compound library profiling, artefact control for MLSCN library redox annotation, primary screen | activation, % at 10 µM | DTT-dependent redox cycling H2O2, phenol red/HRP absorbance; 100% = 100 µM peroxide control, 0% = buffer | actives 0.03% (n = 200,000);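 active = activation of at least 50% relative to the plate's high and low controls in the primary single-dose screen; inactive = activation below 50%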;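 note: compound incubated with DTT at 0.8 mM final as the reducing agent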
bIAP inh: bovine intestinal alkaline phosphatase inhibitors, primary screen, selectivity assay for TNAP inhibitor project, biochemical, bovine IAP, CDP-star luminescence; purified bovine IAP, 30 min; 190,000 tested, under 10 active; inhibition, % at 20 µM; alkaline phosphatase, intestinal [Bos taurus]; AID 1019, 2008;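 active = over 50% inhibition of intestinal alkaline phosphatase at 20 µM in the single-dose screen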
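System: purified bovine intestinal alkaline phosphatase (IAP) enzyme; Input: IAP diluted 1/65,000,000 in the well; Measured by: CDP-star luminescence signal; Compound dosing: 20 µM single dose; Incubation: 30 min reaction at room temperature.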
TLR4 MyD88 comp: inhibitors of TLR4-MyD88 association in cells, primary screen, cell-based, HeLa CL3-4, BLA complementation, FRET ratio; HeLa CL3-4 TLR4/MyD88 BLA complementation; actives 0.18% (n = 200,000); inhibition, % at 8.4 µM; Toll-like receptor 4 (Homo sapiens) + Myeloid differentiation primary response protein …; in the data active = inhibition above about 25%;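 note: 0% = vehicle and 100% = reference inhibitor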
TR-FRET SRC-2 ct: TR-FRET signal artefacts, primary screen, artefact control for PPARgamma SRC-2 agonist project, biochemical. TR-FRET artefact counter-screen; stronger effect = higher value. TR-FRET ratio at 8 µM. actives 0.4% (n = 200,000). AID 1049, 2008; in the data active = TR-FRET ratio above about 2000; note: inactives centre near 1500
bIAP act: bovine intestinal alkaline phosphatase activators, primary screen, biochemical, bovine IAP, CDP-star luminescence. activation factor at 20 µM. purified bovine IAP, 30 min; stronger effect = higher value; fold of DMSO-control signal, blank-subtracted. actives 0.17% (n = 200,000). alkaline phosphatase, intestinal [Bos taurus]. AID 1016, 2008;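 active = activation factor of 2 or more at 20 µM, a signal rise over negative controls twice the positive control's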
PPARg SRC-3 ag: PPARgamma agonists recruiting SRC-3 coactivator, primary screen, biochemical; biochemical PPARgamma/SRC-3 coactivator recruitment assay; activation, % at 8 µM; Peroxisome proliferator-activated receptor gamma (Homo sapiens), P37231; actives 0.26% (n = 200,000); in the data active = activation above about 23%;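 note: 0% = DMSO and 100% = reference agonist; some compounds past the cut are filed as inactive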
S1P3 antagonist: S1P3 receptor antagonists, primary screen, cell-based; Sphingosine 1-phosphate receptor 3 (Homo sapiens), Q99500; AID 485, 2006; actives 0.27% (n = 170,000); CHO S1P3 NFAT-BLA reporter, FRET fluorescence, antagonist mode; inhibition, % at 4.98 µM;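 active = inhibition above the plate cutoff, the mean inhibition of test wells on that plate plus 3 SD, cut at about 28% in these data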;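 note: cells challenged with S1P at its EC80 of 0.8 µM; blue over green emission ratio from cleaved BLA substrate after 4 h stimulation; 0% = S1P-stimulated wells and 100% = unstimulated DMSO-only wells; some compounds past the cut are filed as inactive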
Lmaj promast: Leishmania major promastigote growth inhibition, primary screen; Leishmania major promastigotes, resazurin fluorescence viability; inhibition, % at 10 µM; actives 9% (n = 200,000); AID 1063, 2008; in the data active = inhibition above about 50%;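 note: promastigotes grown with compound for 44 hours at 28 °C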
PPARg SRC1 recr: PPARgamma agonists recruiting SRC-1 coactivator, primary screen, biochemical; Peroxisome proliferator-activated receptor gamma (Homo sapiens), P37231; PPARgamma-SRC-1 coactivator recruitment biochemical assay; activation, % at 8 µM; actives 0.41% (n = 200,000); AID 631, 2007; in the data active = activation above about 19%;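 note: 0% = DMSO and 100% = reference agonist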
ROMK mod: ROMK potassium channel modulators, primary screen, cell-based, thallium flux, MLSMR library. ATP-sensitive inward rectifier potassium channel 1 (Homo sapiens), P48048. Tet-inducible ROMK, thallium flux fluorescence; actives lie on both sides. B-score at 10 µM. actives 2% (n = 130,000). AID 1918, 2009;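 active = signal ratio slope over the read window, or its plate-corrected B-score, at least 3 SD from the plate mean, either direction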;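 note: B-score of the F/F0 ratio slope over 7 to 12 s after thallium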
Target sequence (P48048 whole entry, looked up): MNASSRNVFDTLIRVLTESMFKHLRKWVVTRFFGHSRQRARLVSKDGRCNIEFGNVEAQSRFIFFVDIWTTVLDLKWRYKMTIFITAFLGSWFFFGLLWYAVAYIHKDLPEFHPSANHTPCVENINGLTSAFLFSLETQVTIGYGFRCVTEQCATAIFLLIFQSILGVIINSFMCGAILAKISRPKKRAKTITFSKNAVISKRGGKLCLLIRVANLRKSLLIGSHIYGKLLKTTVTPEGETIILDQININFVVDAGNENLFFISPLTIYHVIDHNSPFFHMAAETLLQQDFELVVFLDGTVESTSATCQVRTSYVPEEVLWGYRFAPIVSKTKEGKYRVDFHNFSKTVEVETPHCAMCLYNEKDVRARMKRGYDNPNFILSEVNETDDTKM
* = called active by the depositor; nt = no result given.

SMILES	PPARg SRC-2 ag	Redox H2O2 prof	bIAP inh	TLR4 MyD88 comp	TR-FRET SRC-2 ct	bIAP act	PPARg SRC-3 ag	S1P3 antagonist	Lmaj promast	PPARg SRC1 recr	ROMK mod
Cc1nnc(SCC(=O)Nc2nsc(-c3ccccc3)n2)s1	4	2.0	9	10	1422	0.9	-2	4	-9	1	nt
COC(=O)C(c1cc(OC)c(O)c(OC)c1)(N1CCNC(C)C1)C(F)(F)F (stereo not drawn)	-2	-0.9	6	-2	1642	0.9	4	-19	-4	-10	0.32
COc1ccc(Oc2cc(F)nc(N)n2)cc1	4	1.4	-5	-4	1516	1.1	-4	nt	-3	5	nt
O=[N+]([O-])c1ccc(Sc2nccn2Cc2ccccc2)c([N+](=O)[O-])c1	2	-7.4	29	4	1608	0.7	2	nt	101*	4	nt
COc1ccc(N(CC(=O)O)S(C)(=O)=O)cc1OC	11	1.0	12	12	1611	0.9	-5	-10	-13	4	-0.44
NC(=O)CSc1nc2scc(-c3ccc(Cl)cc3)c2c(=O)n1Cc1ccccc1	-1	0.3	13	-6	1541	0.9	-1	8	3	2	nt
O=C(Nc1ccc(Cl)cc1)c1cc2nc(-c3ccco3)cc(C(F)(F)F)n2n1	-2	-0.9	6	11	1587	0.9	3	21	5	1	0.23
CCCN1CCN(c2ncnc3scc(C4COc5ccccc5O4)c23)CC1 (stereo not drawn)	3	-1.4	0	-1	1634	1	1	-5	19	3	-0.78
O=C(Cn1nc(-c2ccc3c(c2)OCCO3)ccc1=O)Nc1cccc(NC(=O)c2ccccn2)c1	6	0.1	-1	14	1724	1	6	-8	-7	-1	-0.12
CC1=NN(c2nc(-c3ccc(F)cc3)cs2)C(=O)C1	3	18	-5	7	1462	1	5	nt	-8	0	nt
Cc1ccc(CNC(=O)C2CC(c3ccc([N+](=O)[O-])cc3)=NO2)cc1 (stereo not drawn)	-5	-4.0	12	-12	1522	0.9	-3	nt	-1	5	nt
CCCCn1ccc(O)c(Cc2ccc(F)cc2)c1=O	18	1.3	7	11	1628	0.9	4	nt	-4	1	nt
COc1cc(CC(=O)NCc2ccco2)cc(OC)c1OC	-2	-0.1	4	-9	1637	1	4	nt	9	-2	0.81
Cc1c(Cl)c([N+](=O)[O-])nn1CC(=O)Nc1ccc2c(c1)OCO2	-1	-0.4	34	-12	1573	0.7	3	-12	81*	-6	-0.17
COc1ccc(CNC(=S)Nc2ccc(F)c(Cl)c2)cc1	-6	-1.3	10	2	1501	0.9	-3	-4	5	-5	-0.16
O=c1[nH]cnc2c1N1CCC2CC1	4	2.5	-2	-1	1321	1	-8	-5	-7	0	1.1
COc1ccc(CCNC(=O)COc2ccc(C)nc2[N+](=O)[O-])cc1OC	-8	-0.8	2	7	1496	1	0	-23	25	-5	0.041
O=C(O)CN1CCCC1=Nc1ccccc1	-4	0.1	0	1	1260	1	-13	nt	-5	1	1.7
Cc1ccccc1Nc1nc(N)nc(CSc2nc3ccccc3s2)n1	-9	0.0	-34	-15	1518	1.3	2	-3	28	-1	-0.1
O=C(N/N=C/c1ccco1)c1ccc(N2CCCC2=O)cc1	7	0.6	15	-3	1649	0.8	1	-2	-2	10	nt
CC(C)(C)NS(=O)(=O)c1ccc(CCC(=O)NCc2cccnc2)cc1	-5	0.6	3	-12	1507	1	7	nt	2	-7	nt
Cc1nn(C)c(C)c1NC(=O)c1ccnn1C	7	-0.8	13	-3	1557	0.9	7	-2	4	6	nt
CCCCC(CCC(=O)O)(C(=O)OCC)c1csc(Nc2ccc(C)cc2)n1 (stereo not drawn)	5	-0.4	0	-14	1628	1	1	-17	12	0	1
CCCCn1nc(C(=O)O)ccc1=O	2	4.0	0	-5	1607	1	12	-1	-10	4	nt
CCc1nnc2sc(-c3ccc(NC(=O)c4ccc5c(c4)OCCO5)cc3)nn12	11	-0.5	3	-4	1660	1	2	19	0	5	-0.014
Cn1cnnc1SCc1ccc(C(=O)N/N=C(\CCC(=O)O)c2ccc(C(C)(C)C)cc2)cc1	0	0.0	1	-24	1536	1	4	0	-1	2	1.3
N#CC1=C(N)n2c(s/c(=C\c3ccco3)c2=O)=C(C#N)C1c1ccco1 (stereo not drawn)	5	2.6	6	6	1613	0.9	3	-33	-5	6	nt
COC(=O)c1ccc(NC(=O)CCN2CCN(CCC(=O)Nc3ccc(C(=O)OC)cc3)CC2)cc1	6	1.4	6	2	1540	0.9	-6	nt	-1	3	nt
CN(C)S(=O)(=O)c1ccc(NC(=O)c2ccc(Br)o2)cc1	6	0.1	15	10	1450	0.9	9	nt	-2	6	-0.2
CC(C)Cc1cc(C(=O)NCCc2ccccc2)no1	-1	-0.1	4	-1	1566	1	1	-7	17	-2	nt
COC(=O)C1=C(C)NC(=O)NC1c1ccc(OCC(=O)N2CCCCC2)cc1 (stereo not drawn)	14	1.3	3	7	1613	1	10	-19	-4	13	0.069
CCOC(=O)c1cc2n(c1/N=C/N(C)C)-c1ccccc1C2=O	4	0.4	17	16	1326	0.8	-2	nt	18	0	nt
Cc1nc(C(=O)N(C)C)nn1-c1cc(Cl)cc(Cl)c1	3	-1.3	-1	-7	1659	1	-2	nt	-3	5	nt
CCOC(=O)Cc1csc(SCC(=O)NC(C)C23CC4CC(CC(C4)C2)C3)n1 (stereo not drawn)	-8	0.4	-2	-11	1555	1	2	-7	99*	-9	-3.3*
O=[N+]([O-])c1ccc(S(=O)(=O)N(CCCN2CCOCC2)Cc2cccs2)cc1	2	-0.2	1	16	1638	1	4	-7	13	1	-0.99
O=C(c1ccco1)N1CCN(Cc2nnnn2CCc2ccccc2)CC1	1	0.6	-5	-6	1635	1.1	3	9	6	10	nt
CCN(CC)S(=O)(=O)c1ccc(NC(=O)C2CCCO2)cc1 (stereo not drawn)	8	0.4	4	-3	1606	1	6	nt	-1	8	nt
COC(=O)C1=CN(C2CC2)C=C(C(=O)OC)C1c1ccc(C(F)(F)F)cc1	5	7.5	-6	-7	1499	1.1	-4	-11	88*	3	-0.24
CC(=O)Nc1cccc(C(=O)/C=C/c2ccc(C)cc2)c1	4	0.1	18	6	1487	0.8	6	-8	100*	3	nt
CC1CN(C(=O)c2cc3c(s2)CCC3)CC(C)O1 (stereo not drawn)	-13	1.1	0	12	1464	1	1	-5	-4	-3	nt
Cc1ccc(C(=O)c2cc([N+](=O)[O-])ccc2N2CCOCC2)cc1	7	-0.8	36	2	1720	0.6	0	-19	46	7	nt
COc1ccc(C(=O)Nc2cccc(/C(C)=N/NC(=O)c3ccc([N+](=O)[O-])cc3)c2)cc1OC	2	-3.7	-6	4	1478	1.1	-6	nt	-4	8	0.43
CC(C)CC(NC(=O)C1CCCCC1)C(=O)NCc1ccccn1 (stereo not drawn)	-7	-0.5	9	7	1522	0.9	-3	nt	-9	-10	-0.63
N#Cc1c(NC(=O)C2CC=CCC2C(=O)O)sc2c1CCCCCC2 (stereo not drawn)	7	0.1	-90	-1	1621	1.9	2	2	-10	0	nt
Cn1nc(C(=O)NCc2ccc(F)cc2)c2ccccc2c1=O	2	1.7	nt	3	1369	nt	-8	91*	-3	5	-0.86
CCCn1nnc(NC(=O)COc2ccc(CC)cc2)n1	1	1.8	-3	9	1599	1	1	nt	-4	-8	nt
COc1ccc(CC(=O)N2N=C(C)CC2(O)C(F)(F)F)cc1OC (stereo not drawn)	-9	0.0	-10	1	1356	1.1	-1	2	-5	-5	-0.035
CC(=O)N1C(C)(C)CC(=NOS(=O)(=O)c2ccccc2)CC1(C)C	4	-0.3	-6	5	1607	1.1	-1	-10	-7	8	-0.0024
Cc1nc(-c2ccccc2)sc1-c1nc(-c2ccncc2)ncc1S(=O)(=O)c1ccccc1	13	-1.3	-5	-14	1782	1.1	-3	nt	58*	10	1.3
CCOC(=O)c1c(NC(=O)c2ccccc2)sc2c(O)c(CN(CC)CC)ccc12	-1	-0.2	-9	2	1442	1.1	1	nt	100*	2	-0.079

Full records, looked up by structure.
Profile of `N#Cc1c(NC(=O)C2CC=CCC2C(=O)O)sc2c1CCCCCC2` (stereo not drawn) : PPARg SRC-2 ag = 7; Redox H2O2 prof = 0.1; bIAP inh = -90; TLR4 MyD88 comp = -1; TR-FRET SRC-2 ct = 1621; bIAP act = 1.9; PPARg SRC-3 ag = 2; S1P3 antagonist = 2; Lmaj promast = -10; PPARg SRC1 recr = 0; ROMK mod = nt
Profile of `CC(=O)N1C(C)(C)CC(=NOS(=O)(=O)c2ccccc2)CC1(C)C` : PPARg SRC-2 ag = 4; Redox H2O2 prof = -0.3; bIAP inh = -6; TLR4 MyD88 comp = 5; TR-FRET SRC-2 ct = 1607; bIAP act = 1.1; PPARg SRC-3 ag = -1; S1P3 antagonist = -10; Lmaj promast = -7; PPARg SRC1 recr = 8; ROMK mod = -0.0024

Additional compounds follow.
SMILES	PPARg SRC-2 ag	Redox H2O2 prof	bIAP inh	TLR4 MyD88 comp	TR-FRET SRC-2 ct	bIAP act	PPARg SRC-3 ag	S1P3 antagonist	Lmaj promast	PPARg SRC1 recr	ROMK mod
COc1ccc(-c2nnn(CC(=O)N(CCN3CCOCC3)C(C(=O)NC3CCCCC3)c3ccco3)n2)cc1 (stereo not drawn)	2	0.0	-20	-15	1351	1.2	6	-21	-4	0	-0.42
CCCCN(c1ccc(C(=O)OC)cc1)S(=O)(=O)c1ccccc1	0	0.5	-12	-5	1338	1.1	0	7	4	-1	0.035
COc1cccc(OC)c1C(=O)Nc1nc(COc2ccccc2)cs1	3	-2.0	-7	4	1738	1.1	2	-17	-5	7	0.67
O=C(CSc1nc(Cc2ccccc2)nc2ccccc12)Nc1nc2c(s1)CCCC2	6	0.7	7	-1	1708	0.9	8	nt	-6	2	nt

3 entries from above, reformatted.
Each structure is followed by: PPARg SRC-2 ag	Redox H2O2 prof	bIAP inh	TLR4 MyD88 comp	TR-FRET SRC-2 ct	bIAP act	PPARg SRC-3 ag	S1P3 antagonist	Lmaj promast	PPARg SRC1 recr	ROMK mod
> COc1ccc(-c2nnn(CC(=O)N(CCN3CCOCC3)C(C(=O)NC3CCCCC3)c3ccco3)n2)cc1 (stereo not drawn)
→ 2	0.0	-20	-15	1351	1.2	6	-21	-4	0	-0.42
> CCCCN(c1ccc(C(=O)OC)cc1)S(=O)(=O)c1ccccc1
→ 0	0.5	-12	-5	1338	1.1	0	7	4	-1	0.035
> COc1cccc(OC)c1C(=O)Nc1nc(COc2ccccc2)cs1
→ 3	-2.0	-7	4	1738	1.1	2	-17	-5	7	0.67
